# High-throughput results deposited in PubChem BioAssay by MTDP.
# RNase H inhibition – RNase H inhibition, HIV 1 Gag Pol polyprotein, FRET biochemical assay, screening (AID 372); HIV-1 RT RNase H, FRET RNA/DNA substrate fluorescence; higher % means a stronger effect; one-dose inhibition, % at 10 µM; IC50 in µM for titrated hits; hit rate 0.77% among 100,000; in the data active = inhibition above about 50%
# * hit, by the source's call; & = joins results of further samples.
SMILES,RNase H inhibition
Cc1cc(OCc2ccccc2)c2c3c(c(=O)oc2c1)CCCC3,15%
Cc1cccc(C(=O)Nc2ccc(Cl)cc2C(=O)c2ccccc2)c1,7%
CCOc1cc(C=C2C(=O)NC(=O)NC2=O)cc(Br)c1OCCOc1ccccc1C,10%
Cc1ccc(C)c(N2CCN(Cc3ccc4c(c3)OCO4)CC2)c1,0%
Cc1cccnc1-n1c(C)nc2ccccc2c1=O,9%
O=c1c2ccccc2nc(/C=C\c2ccccc2)n1-c1ccc(O)cc1,19%
COc1cc(OC)c(OC)cc1CN1CCN(C(C)C)CC1,2%
COC(=O)COc1ccc(/C=C2\C(=O)NC(=S)N(c3ccc(C)cc3)C2=O)cc1OC,9%
CN1CCN(c2ccc([N+](=O)[O-])cc2)CC1,12%
Cc1cc(C)cc(-n2c(C)cc(/C=C3\C(=O)NC(=O)N(C)C3=O)c2C)c1,3%
COC(=O)CN(C)CP(C)(=O)OC(C)C (centres undefined),0%
COC(=O)N1[C@H](c2ccccc2)[C@@H]1c1ccccc1,0%
CN1C(=O)C(=Cc2cccn2-c2ccc(Cl)cc2)C(=O)N(C)C1=O,14%
CN1C(=O)NC(=O)/C(=C/c2cc(Br)cc(Cl)c2O)C1=O,1%
COc1ccc(N=Cc2c(O)n(C)c(=O)n(C)c2=O)cc1,6%
COP(=O)(OC)C1(O)C(=O)Nc2ccc(Br)cc21 (centres undefined),12%
CC(=O)N1c2nonc2N(C(C)=O)c2nonc21,7%
O=C(Nc1cc(Cl)c([N+](=O)[O-])cc1Cl)C(c1ccccc1)c1ccccc1,22%
CCOc1ccc(CN(CCc2ccc3c(c2)OCO3)Cc2ccccc2[N+](=O)[O-])cc1,5%
Cn1cc(/C=C/c2nc3ccccc3c(=O)n2-c2ccccc2)c2ccccc21,6%
CC(C)CC12CN3CCN(CC(C3)/C1=N/O)C2,0%
COc1ccc(CC2C(=O)NC(=S)NC2=O)c(OC)c1,4%
CCCCCCC(C)CCCC1C(=O)NC(=O)NC1=O (centres undefined),48%
CCC1(Cc2ccccc2)C(=O)NC(=O)NC1=O,8%

# 15 compounds out of the list, sorted by heavy-atom count, lowest first:
SMILES,RNase H inhibition
COC(=O)CN(C)CP(C)(=O)OC(C)C (centres undefined),0%
CN1CCN(c2ccc([N+](=O)[O-])cc2)CC1,12%
CC(C)CC12CN3CCN(CC(C3)/C1=N/O)C2,0%
COP(=O)(OC)C1(O)C(=O)Nc2ccc(Br)cc21 (centres undefined),12%
Cc1cccnc1-n1c(C)nc2ccccc2c1=O,9%
COc1ccc(CC2C(=O)NC(=S)NC2=O)c(OC)c1,4%
COc1ccc(N=Cc2c(O)n(C)c(=O)n(C)c2=O)cc1,6%
COc1cc(OC)c(OC)cc1CN1CCN(C(C)C)CC1,2%
Cc1ccc(C)c(N2CCN(Cc3ccc4c(c3)OCO4)CC2)c1,0%
Cc1cccc(C(=O)Nc2ccc(Cl)cc2C(=O)c2ccccc2)c1,7%
Cc1cc(C)cc(-n2c(C)cc(/C=C3\C(=O)NC(=O)N(C)C3=O)c2C)c1,3%
O=C(Nc1cc(Cl)c([N+](=O)[O-])cc1Cl)C(c1ccccc1)c1ccccc1,22%
Cn1cc(/C=C/c2nc3ccccc3c(=O)n2-c2ccccc2)c2ccccc21,6%
CCOc1cc(C=C2C(=O)NC(=O)NC2=O)cc(Br)c1OCCOc1ccccc1C,10%
CCOc1ccc(CN(CCc2ccc3c(c2)OCO3)Cc2ccccc2[N+](=O)[O-])cc1,5%

# The list goes on.
SMILES,RNase H inhibition
COc1ccc(CN2CCN(C)CC2)c(C)c1C,0%
CC1=NN(c2ccccc2)C(=O)/C1=C/c1c(O)[nH]c(=S)[nH]c1=O,21%
N#CC(/C=C/c1ccccc1)N1CCOCC1 (centres undefined),2%
Clc1ccc(CCNCc2ccncc2)c(Cl)c1,14%
COc1ccc(C(c2c(O)c3ccccc3oc2=O)c2c(O)c3ccccc3oc2=O)cc1Cn1nc(C)c([N+](=O)[O-])c1C,19%
CC12CN3CC(C)(CN(C1)C31CCCCC1)C2O (centres undefined),8%
CC1(C)C(C(=O)Nc2ccc(Br)cc2)C1(C)C,10%
CCN1CCN(Cc2cccc(OC)c2)CC1,6%
CC1CCN(Cc2c[nH]c3ccccc23)CC1,9%
Fc1cccc(Cl)c1CN1CCN(c2cccc(Cl)c2)CC1,14%
CCCCSP(=O)(Oc1ccccc1)Oc1ccccc1C(=O)OC (centres undefined),8%
O=C(CN1C(=O)c2ccccc2C1=O)N1CCN(CCOC(c2ccccc2)c2ccccc2)CC1,18%
CCOP(=S)(OCC)N1CCOCC1,4%
CC(C)NCC(=O)c1ccc(O)c(O)c1,44%
O=c1c2ccccc2nc(-c2ccccc2F)n1-c1cccc(Cl)c1,12%
O=S(=O)(c1ccccc1)N1CC1c1ccccc1 (centres undefined),4%
COc1cc(C=C2C(=O)NC(=O)NC2=O)cc(Cl)c1O,18%
N#CC1=C(N)Oc2c(c(=O)oc3ccccc23)C1c1ccccc1Br (centres undefined),10%
COc1cc2cc(C)[n+]3c(c2cc1OC)CCC3,0%
CCOc1cc(CN2CCN(CCO)CC2)ccc1OC,0%
Cc1cccc(N2C(=O)/C(=C/c3ccc(OCc4cccc(C(=O)O)c4)cc3)C(=O)NC2=S)c1,3%
O=C1NC(=S)N(c2cccc(Cl)c2)C(=O)/C1=C/c1ccc2c(c1)OCO2,8%
O=C(N/N=C1/CN2CCC1CC2)c1ccc(O)cc1,1%
CCOc1ccc(CN2CCN(Cc3ccccc3)CC2)cc1,0%
CCOc1ccc(-n2c(-c3ccccn3)nc3ccccc3c2=O)cc1,34%
COc1cccc(C=C2C(=O)N(C)C(=O)N(C)C2=O)c1OC,10%
N#CC1=C(N)Oc2c(c(=O)oc3ccccc23)C1c1ccc(F)c(Br)c1 (centres undefined),10%
CCCCn1c(=O)c(C(=O)Nc2ccc(F)cc2)c(O)c2ccccc21,3%
O=C1C2C3C=CC(O3)C2C(=O)N1c1ccc(Br)cc1 (centres undefined),6%
COc1ccc(CNCCc2ccc(Cl)cc2Cl)c(OC)c1,22%
COc1ccc(CCNC2CC3CCC2C3)cc1OC (centres undefined),13%
OC1C2CCC1C(N1CCCCC1)CC2 (centres undefined),10%&15%
COc1ccc(CN2CCN(Cc3cc(Br)ccc3O)CC2)cc1,8%
Cc1cccc(-n2c(/C=C/c3cn(C)c4ccccc34)nc3ccccc3c2=O)c1,5%
CN1CCN(Cc2cccc(Br)c2)CC1,4%
O=[N+]([O-])c1ccc(NCCCO)c2ncccc12,14%
Cc1c(Cl)cccc1NC(=O)C1C(C)(C)C1(C)C,2%
CN(N=O)c1nc2ccccc2n1C,17%
CCOc1ccc(CN(CCc2ccc3c(c2)OCO3)Cc2ccc([N+](=O)[O-])cc2)cc1,11%
CCOc1ccc(-n2c(-c3cccs3)nc3ccccc3c2=O)cc1,0%
O=C(COc1ccccc1)N1CCN(Cc2ccc3c(c2)OCO3)CC1,5%
CN1C(=O)NC(=O)/C(=C/c2ccc(-c3cccc([N+](=O)[O-])c3)o2)C1=O,14%
CN1C(=O)C(=Cc2ccc(-c3cccc([N+](=O)[O-])c3)o2)C(=O)N(C)C1=S,21%
COc1ccc(CN2CCN(C(=O)COc3ccc(Cl)cc3)CC2)cc1OCc1ccccc1,13%
COc1ccc(CN2C(=O)NC(=O)/C(=C\c3cccc4ccccc34)C2=O)cc1,30%
O=C(COc1ccc2ccccc2c1)N1CCN(Cc2ccccc2[N+](=O)[O-])CC1,50%*
CC(Nc1ccc([N+](=O)[O-])c2cccnc12)c1ccc(Br)cc1 (centres undefined),21%
O=C1NC(=S)N(c2ccc(Cl)cc2)C(=O)/C1=C/c1ccc(I)o1,30%
O=C1NC(=O)C(=Cc2ccc(N3CCOCC3)o2)C(=O)N1,16%
O=C(Cc1ccccc1)N1CCN(Cc2cccnc2)CC1,4%
O=C1NC(=S)NC(=O)C1=Cc1ccc(Sc2ccccc2)o1,7%
O=C1NC(=S)N(c2ccccc2)C(=O)/C1=C\C=C\c1ccco1,17%
CCc1ccc(CNCCc2ccccc2OC)cc1,0%
Cc1cc(OC(=O)C2CC2)c2c3c(c(=O)oc2c1)CCCC3,15%
Cc1cc(Cl)ccc1NC1=NCC(C)S1 (centres undefined),8%
COC(=O)CCP(C)(=O)OCC(C)C (centres undefined),0%
COc1ccc(O)c(CN2CCN(Cc3ccccc3Br)CC2)c1,5%
CCCCOP(=S)(CC(=O)OCC)OCCCC,24%
CCC1(c2ccccc2)C(=O)NC(=O)N(C(=O)c2ccc(Cl)cc2)C1=O (centres undefined),5%
COc1cc([N+](=O)[O-])cc(/C=C2/C(=O)NC(=O)N(C)C2=O)c1O,8%
# More records follow:
SMILES,RNase H inhibition
COc1ccccc1CN1CCN(Cc2cc(Br)ccc2O)CC1,6%
O=C1c2ccccc2-c2onc3c(Br)cc(N4CC4)c1c23,0%
CC(C)(C)N1C(=O)NC(=O)/C(=C\c2c(Cl)cccc2Cl)C1=O,2%
COc1ccc(CNCCc2cccc(F)c2)c(OC)c1C,13%
COc1cccc(-n2c(/C=C/c3cccc(Br)c3)nc3ccccc3c2=O)c1,17%
O=C1NC(=S)NC(=O)C1=Cc1ccc(-c2ccc([N+](=O)[O-])cc2Br)o1,56%*
O=C1NC(=S)NC(=O)C1=Cc1ccc(O)cc1,0%
C=C(C)COc1cc(C)cc2oc(=O)c3c(c12)CCC3,49%
O=C1NC(=S)NC(=O)C1=Cc1ccc(OCc2cccc(C(=O)O)c2)cc1,5%
c1ccc2c(CCNC3C4CC5CC(C4)CC3C5)c[nH]c2c1 (centres undefined),5%
O=C1NC(=O)C(=Cc2ccccc2OCc2ccccc2Cl)C(=O)N1,22%
O=c1c2ccccc2nc(/C=C/c2ccccc2F)n1-c1ccc([N+](=O)[O-])cc1,7%
O=C(COc1ccc(C=C2C(=O)NC(=O)NC2=O)cc1)Nc1ccccc1,7%
O=C(COc1ccc2ccccc2c1)N1CCN(Cc2ccc(F)cc2)CC1,0%
O=C1NC(=O)N(c2ccc(Br)cc2)C(=O)/C1=C/C=C/c1ccccc1,8%
O=[N+]([O-])c1cc(CN2CCN(c3ccc(Cl)cc3)CC2)ccc1Cl,0%
CCN1CCN(Cc2ccccc2OC)CC1,0%
C1CCN2C(C1)N1CCCCC1N1CCCCC21 (centres undefined),7%
O=c1[nH]c(=O)n(-c2ccccc2F)c(O)c1C=C1C=Nc2ccccc21,25%
CC(C)c1ccc(/C=C2\C(=O)NC(=S)N(c3ccc(Cl)cc3)C2=O)cc1,46%
COc1cc(/C=N/NC(=O)CN2CC(c3ccccc3)CC2=O)ccc1OC(=O)N(C)C (centres undefined),14%
O=C(/C=C/c1ccc(N2N=N2)cc1)c1ccc(Cl)cc1,20%
CCc1ccc(N2C(=O)CC(=O)NC2=O)cc1,5%
Cc1cc(OCc2ccc(F)cc2)c2c3c(c(=O)oc2c1)CCCC3,16%
CCNC(=O)C1O[C@@H](n2cnc3c(N)ncnc32)C(O)C1O (some centres undefined),6%
Cc1cc(OCC(=O)c2ccc(F)cc2)c2c3c(c(=O)oc2c1)CCCC3,15%
CN1C(=O)/C(=C\c2cn(Cc3ccccc3)c3ccccc23)C(=O)NC1=S,15%
CCN(CC)c1ccc([N+](=O)[O-])c2cccnc12,21%
CSc1ccc(CN2CCN(Cc3cc(Br)ccc3O)CC2)cc1,18%
C=CCN1C(=O)NC(=O)/C(=C/c2ccc(-c3cc([N+](=O)[O-])ccc3Cl)o2)C1=O,22%
COc1ccc(N2C(=O)/C(=C/c3ccc(I)o3)C(=O)NC2=S)cc1,3.7µM*
CCCCCn1c(=O)c(C(=O)Nc2cccc(OC)c2)c(O)c2ccccc21,1%
COc1cc(/C=C/[N+](=O)[O-])ccc1OC(C)=O,15%
COc1ccc(Br)cc1CN1CCN(c2ccccc2F)CC1,0%
CCCCC1C(=O)NC(=S)N(c2ccccc2)C1=O (centres undefined),3%
N/C(=N\[N+](=O)[O-])N/N=C\c1ccc(-c2ccc(O)c(C(=O)O)c2)o1,9%
CC12CN3CC(C)(CN(C1)C3(C)C)C2O (centres undefined),5%
O=c1c2ccccc2nc(/C=C/c2ccc(Br)cc2)n1-c1ccc([N+](=O)[O-])cc1,0%
COc1ccc(/C=C/C(=O)NC(C)Cc2ccccc2)cc1 (centres undefined),5%
O=C(Nc1ccc(Cl)cc1C(=O)c1ccccc1)/C(Cl)=C\c1ccccc1,13%
CCOC(=O)c1c(C)n(CC(C)C)c2ccc(O)cc12,6%
COc1ccc(C2(CN)CCOCC2)cc1OC,0%
CCOc1ccc(CN(CCc2ccc3c(c2)OCO3)Cc2ccc(SC)cc2)cc1,17%
O=c1oc2ccccc2c(O)c1C(c1cccnc1)c1c(O)c2ccccc2oc1=O,7%
CCOC(=O)C1=C(N)Oc2c(c(=O)oc3ccccc23)C1c1ccc(Cl)c(Cl)c1 (centres undefined),0%
Cc1ccc(/C=C2/C(=O)NC(=O)N(c3ccc(Cl)cc3)C2=O)o1,11%
COc1cccc(-n2c(/C=C/c3cccc([N+](=O)[O-])c3)nc3ccccc3c2=O)c1,28%
CCCCn1c(=O)c(C(=O)Nc2ccccc2Br)c(O)c2ccccc21,1%
Cc1ccccc1N1C(=O)CC(=O)N(c2ccccc2C)C1=S,0%
O=[N+]([O-])c1ccc(N2CCCCC2)c2nonc12,11%
O=C(CSC1c2ccccc2-c2ccccc21)N/N=C/c1ccccc1Br,17%
COc1ccc(-n2c(/C=C/c3ccc(Cl)cc3)nc3ccccc3c2=O)cc1,0%
C=CCC1(CC=C)C(=O)N(C)C(=O)N(C)C1=O,4%
COc1ccc(/C=C2\C(=O)NC(=S)N(c3ccc(Cl)cc3)C2=O)c(OC)c1,10%
CN1CCN(/N=C/c2cccnc2)CC1,7%
CC(C)CN(CC(C)C)C(=O)C1C2c3ccccc3C(c3ccccc32)C1C(=O)O (centres undefined),3%
COc1cccc(NC(=O)Cn2c[n+]([N-][N+](=O)[O-])cn2)c1,17%
CCOc1cc(C)cc2oc(=O)c3c(c12)CCC3,1%

# Only part of the results is shown, so the mix of outcomes need not match the whole.
